Screening data (PubChem)
Anthrax LF inh2 = inhibitors of Bacillus anthracis lethal factor protease; actives 0.12% (n = 360,000); inhibition, % at 10 µM; multiplex microsphere protease cleavage assay, LF; P15917; further: plate controls were buffer without enzyme for full effect and enzyme alone for no effect
Target sequence (P15917 whole entry, looked up): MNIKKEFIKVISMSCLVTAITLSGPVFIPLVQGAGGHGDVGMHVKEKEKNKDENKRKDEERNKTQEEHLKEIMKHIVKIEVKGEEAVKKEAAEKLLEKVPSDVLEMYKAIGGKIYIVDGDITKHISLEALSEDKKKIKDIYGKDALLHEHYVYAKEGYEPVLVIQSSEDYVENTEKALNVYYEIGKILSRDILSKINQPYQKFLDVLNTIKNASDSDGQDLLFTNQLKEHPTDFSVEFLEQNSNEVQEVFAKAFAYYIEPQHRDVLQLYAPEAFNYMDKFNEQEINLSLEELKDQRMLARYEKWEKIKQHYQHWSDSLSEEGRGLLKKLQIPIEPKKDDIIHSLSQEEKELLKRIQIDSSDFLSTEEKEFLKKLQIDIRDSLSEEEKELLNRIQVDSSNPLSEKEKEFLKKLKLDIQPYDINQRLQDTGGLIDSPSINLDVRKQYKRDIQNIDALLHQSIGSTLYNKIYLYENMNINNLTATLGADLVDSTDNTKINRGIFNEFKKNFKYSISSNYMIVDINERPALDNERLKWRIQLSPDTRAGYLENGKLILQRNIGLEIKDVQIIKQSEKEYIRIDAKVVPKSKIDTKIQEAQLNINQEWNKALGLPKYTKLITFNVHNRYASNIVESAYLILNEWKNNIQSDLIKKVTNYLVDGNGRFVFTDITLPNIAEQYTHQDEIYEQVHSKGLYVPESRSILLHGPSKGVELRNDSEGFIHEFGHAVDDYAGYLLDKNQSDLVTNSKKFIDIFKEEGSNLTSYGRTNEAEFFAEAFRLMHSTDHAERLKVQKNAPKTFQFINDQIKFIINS
BoNT A protease = inhibitors of Botulinum neurotoxin A light chain protease; inhibition, % at 10 µM; multiplex microsphere protease substrate cleavage, flow cytometry; actives 0.17% (n = 360,000); further: plate controls were buffer without enzyme for full effect and enzyme alone for no effect
Yp Topo-I inh = blocks Yersinia pestis topoisomerase I activity. Y. pestis Topo-I cleavage product accumulation, plate reader. activity, % at 10 µM. actives 0.064% (n = 360,000). AID 504884; in the data active means activity above about 50%, passing the limit was not always enough; further: inactives centre near 2
CCHFV vOTU inh = CCHFV vOTU protease inhibition; Pep-AMC fluorescence; inhibition, % at 11.5 µM; actives 0.55% (n = 370,000); AID 651958; in the data active means inhibition above about 30%; further: 0% = vehicle wells with enzyme and 100% = no enzyme wells
SSB-PriA inh = inhibitors of Klebsiella pneumoniae PriA binding to SSB C-terminal tail. AlphaScreen SSBct-PriA binding, biotinylated peptide. inhibition, % at 33 µM. actives 0.6% (n = 430,000); in the data active means inhibition mostly above about 37%, no sharp cut-off; inactive means mostly below about 20%;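 further: plate controls were negative control peptide for no effect and reference peptide for full effect; strong numbers were not always called active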
TcdB inh = TcdB glycohydrolase inhibition. inhibition, % at 9.99 µM. AID 652162. TcdB glycohydrolase enzymatic assay, plate reader. actives 0.24% (n = 350,000); in the data active means inhibition above about 10%
SARS 3CLpro inh = SARS-CoV 3CLpro protease inhibition; P0C6X7; recombinant SARS-CoV 3CLpro, quenched FRET peptide cleavage; inhibition, % at 6 µM; actives 0.14% (n = 290,000); AID 1706; in the data active means inhibition above about 12%
Vc quorum ag = induces V. cholerae light production without autoinducers | actives 0.16% (n = 350,000) | V. cholerae BH1578 lux reporter, luminescence, 6 h | activation, % at 18.7 µM; in the data active means activation mostly above about 9.7%, no sharp cut-off; further: not every result past the cut was called active; inactives centre near 0; reference of the scale not given here
PfHsp40 rescue = restores yeast growth despite PfHsp40 toxicity | S. cerevisiae expressing PfHsp40, growth rescue, ATP luminescence | growth rescue, % at 12.5 µM | actives 0.68% (n = 340,000) | AID 504582; in the data active means growth rescue above about 28%, passing the limit was not always enough;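 further: yeast W303a lacking pdr1 and pdr3 grown in galactose medium; growth measured after three days at 30 °C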
DUSP3 inh = blocks human VHR1 dual specificity phosphatase; actives 0.52% (n = 290,000); AID 1654; P51452; inhibition, % at 13.3 µM; recombinant VHR phosphatase, pNPP absorbance; in the data active means inhibition above about 50%; further: some compounds called inactive have numbers as strong as hits
Target sequence (P51452 whole entry, looked up): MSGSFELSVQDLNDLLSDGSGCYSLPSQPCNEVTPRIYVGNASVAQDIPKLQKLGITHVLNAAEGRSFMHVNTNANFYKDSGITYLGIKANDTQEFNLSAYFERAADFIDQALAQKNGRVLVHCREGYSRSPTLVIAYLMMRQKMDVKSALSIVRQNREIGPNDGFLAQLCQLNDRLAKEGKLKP
Starred values were filed as active, the others as inactive; i = inactive; x = no result given; & = joins results of further samples. Unless noted, no stated cut-off is given here; in the data, active means inhibition above about 30%; inconclusive means no clear call, values can overlap the other calls; inactive means below that. An excerpt, so the mix of outcomes need not match the whole.

SMILES	Anthrax LF inh2	BoNT A protease	Yp Topo-I inh	CCHFV vOTU inh	SSB-PriA inh	TcdB inh	SARS 3CLpro inh	Vc quorum ag	PfHsp40 rescue	DUSP3 inh
COc1ccc(Cn2c(CCC(=O)Nc3ccccc3)nc3cccnc32)cc1	-1	2.0	3	-4	-2	x	3	-0.3	0.9	-4
CC(=O)c1sc(NC(=O)C2CC(=O)N(Cc3ccccc3)C2)nc1-c1ccccc1 (stereo not given)	-5	2.9	5	-1	22	0.7	x	-0.7	x	x
CCn1cc(C(=O)O)c(=O)c2cc(F)c(N3CCN(C(=S)NC(=O)c4cc(OC)cc(OC)c4)CC3)cc21	1	-0.3	18	14	5	0.9	10	1.0	0.7	2
COc1ccc(C(=O)Nn2c(C)nc3ccccc3c2=O)cc1Br	0	-2.6	6	7	-4	-1.1	4	i	-0.4	38
O=C(CN(Cc1ccccc1F)C(=O)c1csnn1)NCc1ccc2c(c1)OCO2	-1	1.4	3	6	7	0.0	-5	-0.6	-1.0	11
COc1ccc(CCN(Cc2cc3ccc(C)cc3[nH]c2=O)C(C)=O)cc1OC	-3	1.1	14	-2	-9	1.6	-3	2.0	-2.0	24
CN(CCCN1CCCCC1)C(=O)CCc1nnc(C2CCCCC2)o1	-4	0.2	7	-5	-5	1.5	-1	-0.2	0.5	16
Cc1cc(Cl)c2oc(C(=O)N(C)C(C)c3ccccn3)c(C)c2c1 (stereo not given)	7	16	17	24	-4	2.3	0	0.8	-0.1	10
COc1ccc(C(C)NC(=O)Cc2ccc(Br)cc2)cc1 (stereo not given)	1	-0.1	4	-2	-6	x	2	i	0.5	3
CC(=O)Nc1ccc(NC(=S)Nc2ccccc2)cc1	-2	0.0	1	3	-5	x	2	-7.1	-1.1	1
O=C1/C(=C\c2cccnc2)Sc2ccccc21	2	4.4	-4	-8	31	1.0	-1	-0.2	0.3	30
CC(C)c1ccc(NC(=O)CCNS(=O)(=O)c2cccc3nonc23)cc1	7	0.3	-1	3	-7	x	4	-2.1	0.0	0
Cc1ccc(OCC(=O)NC(=S)Nc2ccc(Br)cn2)cc1	0	-0.3	-2	3	-13	0.8	1	-0.3	-0.5	25
COc1cc(/C=C2/C(=O)N(C)C(=S)N2C)ccc1OCc1cccc(F)c1	-1	2.2	7	5	2	-0.4	-4	i	0.1	-4
Cc1nnc(SCC(=O)NCc2ccc3c(c2)OCO3)s1	-4	-0.8	6	2	-6	x	2	-0.4	0.3	3
Cn1c2ccccc2c2nnc(SCC(=O)Nc3ccccc3F)nc21	5	3.8	-1	10	2	-1.0	1	i	-0.2	12
Cc1c(Cc2ccccc2)c(=O)oc2c(C)c(OCc3nn[nH]n3)ccc12	2	0.3	0	-16	-8	x	8	i	0.5	2
Cc1cccc(C(=O)Nc2ccc(NC(=O)CN3CCOCC3)cc2)c1	-3	0.4	-2	6	-17	-0.6	0	-0.3	-0.9	12
CC(CN(C)Cc1ccccc1)OC(=O)C1COc2ccccc2O1 (stereo not given)	8	-0.2	-3	-7	-6	-1.2	-3	-0.9	-0.3	5
O=C(CSc1n[nH]c(-c2ccccc2Br)n1)NC(=O)NCc1ccco1	-8	-2.4	5	-11	11	x	2	-0.1	-0.2	-6
CC(Nc1nc(-c2ccc(F)cc2)cs1)c1nc2cc(C(F)(F)F)ccc2n1CCCO (stereo not given)	6	-0.6	-2	5	0	5.7	x	5.0	2.4	x
COc1cc(C(=O)Nc2cnc(NC(=O)C(C)C)cc2C)cc(OC)c1OC	-1	0.3	-6	2	-8	x	0	i	-0.5	x
COc1ccc(CCC(=O)Nc2nc3ccccc3[nH]2)cc1	-4	-0.2	6	-6	-2	x	1	-2.8	0.6	18
CC(C)[C@H](N)C(=O)N1CCC(C(=O)N[C@@H](Cc2ccccc2)C(=O)NCc2ccc(F)cc2)CC1	0	-1.5	-3	11	0	-1.0	-6	i	0.5	-7
CC(N)C(=O)c1ccco1 (stereo not given)	-2	-0.4	0	6	-2	x	-1	-0.4	-0.7	36

Among those listed so far, these have fluorine:
SMILES	Anthrax LF inh2	BoNT A protease	Yp Topo-I inh	CCHFV vOTU inh	SSB-PriA inh	TcdB inh	SARS 3CLpro inh	Vc quorum ag	PfHsp40 rescue	DUSP3 inh
CCn1cc(C(=O)O)c(=O)c2cc(F)c(N3CCN(C(=S)NC(=O)c4cc(OC)cc(OC)c4)CC3)cc21	1	-0.3	18	14	5	0.9	10	1.0	0.7	2
O=C(CN(Cc1ccccc1F)C(=O)c1csnn1)NCc1ccc2c(c1)OCO2	-1	1.4	3	6	7	0.0	-5	-0.6	-1.0	11
COc1cc(/C=C2/C(=O)N(C)C(=S)N2C)ccc1OCc1cccc(F)c1	-1	2.2	7	5	2	-0.4	-4	i	0.1	-4
Cn1c2ccccc2c2nnc(SCC(=O)Nc3ccccc3F)nc21	5	3.8	-1	10	2	-1.0	1	i	-0.2	12
CC(Nc1nc(-c2ccc(F)cc2)cs1)c1nc2cc(C(F)(F)F)ccc2n1CCCO (stereo not given)	6	-0.6	-2	5	0	5.7	x	5.0	2.4	x
CC(C)[C@H](N)C(=O)N1CCC(C(=O)N[C@@H](Cc2ccccc2)C(=O)NCc2ccc(F)cc2)CC1	0	-1.5	-3	11	0	-1.0	-6	i	0.5	-7

The list goes on:
SMILES	Anthrax LF inh2	BoNT A protease	Yp Topo-I inh	CCHFV vOTU inh	SSB-PriA inh	TcdB inh	SARS 3CLpro inh	Vc quorum ag	PfHsp40 rescue	DUSP3 inh
CCCCOc1ccc(C2C(=O)N(C3CCCCC3)CC(=O)N2CC2CCCO2)cc1 (stereo not given)	-1	0.0	19	7	-9	x	2	-0.2	-0.3	18
CS(=O)(=O)c1ccccc1-c1nnc(NC(=O)c2ccc3ncsc3c2)o1	3	-1.3	-1	-8	-11&10	2.3	x	i	2.3	x
Cc1nc2ccc(NC3=NCCCCC3)cc2s1	-3	-0.8	-3	3	4	x	-4	i	0.3	25
Cc1noc2ncnc(N3CCCCC3)c12	1	-0.3	6	-11	-9	5.7	-1	-0.5	0.4	10
O=C(CCn1c(=O)oc2ccccc21)Nc1ccc2c(c1)OCCO2	-4	-1.2	2	-6	-7&0	-1.5	x	-0.2	-0.8	-9
O=C(c1cccs1)n1nc(-c2cccnc2)nc1NCc1ccco1	-2	0.7	6	-2	-6	1.8	-3	-0.2	-0.7	15
CC1(C)Oc2ccc(C(=O)N3CCc4ccccc43)cc2N(CC(=O)N2CCCC2)C1=O	4	0.3	18	18	-26	x	2	i	1.0	-19
CCN(CC)S(=O)(=O)c1cccc(-c2nnc(SC(C)C#N)n2Cc2ccccc2)c1 (stereo not given)	-2	-0.5	13	0	-14	x	-3	i	-0.2	10
CN(CC(=O)O)S(=O)(=O)c1ccc(F)cc1	0	0.1	1	24	-6	x	-2	-6.2	1.7	0
Cc1c(NC(=S)NC(NC(=O)CC(C)C)C(Cl)(Cl)Cl)c(=O)n(-c2ccccc2)n1C (stereo not given)	-3	0.2	-2	-16	1	x	-4	-0.3	0.8	24
Cc1ccc(C2C(=O)N(C3CCC(C)CC3)CC(=O)N2C2CC2)cc1 (stereo not given)	-4	-0.6	-3	x	3	-0.2	-9	-0.2	-0.7	12
O=C(CSc1nnnn1-c1ccc2c(c1)OCCO2)N1CCN(C(=O)c2ccco2)CC1	-2	-0.5	13	8	-6	-0.8	2	-0.6	0.3	16
O=C(/C=C/c1ccc([N+](=O)[O-])cc1)NCCc1ccccc1	1	-0.2	2	8	-23	1.8	1	x	0.6	24
Cn1c2[n+](c3ccc(Cl)cc3c1=O)Cc1ccccc1-2	-5	-0.7	-3	-9	-4	1.8	4	i	0.5	34
CC(C)CN(C(=O)CN1CCN(c2cccc(Cl)c2)CC1)c1c(N)n(CC(C)C)c(=O)[nH]c1=O	0	-1.6	9	-6	-11	0.2	2	-0.4	-2.5	-5
COC(=O)C1CCN(C(=O)COC(=O)CC(NC(C)=O)c2ccccc2)CC1 (stereo not given)	-9	-0.6	7	11	-9	x	-1	-1.4	-0.1	31
C[C@@H]1CN([C@H](C)CO)C(=O)CCCn2cc(nn2)CO[C@H]1CN(C)S(=O)(=O)c1ccc2ccccc2c1	0	-0.4	10	-5	x	0.8&1.2&0.6	x	-0.5	x	x
Cc1ccc(N(Cc2cc3ccccc3[nH]c2=O)S(C)(=O)=O)cc1	-5	0.1	8	-5	-12	1.9	5	0.3	-0.2	7
O=C(COc1ccccc1)Nc1nnc(-c2ccccc2)o1	-6	-1.2	0	0	-12	0.8	1	0.2	-0.7	29
Cc1ccc(S(=O)(=O)c2nnn3c2nc(N2CCOCC2)c2ccccc23)cc1C	-2	2.0	10	-8	2	-2.0	8	i	-0.3	-8
CCOC(=O)C1CCN(S(=O)(=O)c2ccc(Cl)cc2)CC1	-7	0.9	4	3	-9	0.9	2	-0.8	1.4	x
COc1ccc(C(=O)NNC(=O)c2ccc(F)c(S(=O)(=O)N3CCOCC3)c2)cc1	-4	-0.2	-4	9	-15	-0.1	x	-4.5	-0.9	x
CCOC(=O)CSc1ccccn1	-1	-0.2	5	6	-20	-1.3	-4	-0.2	1.0	9
CCC(C)c1ccccc1NC(=O)Cc1coc2cc3c(cc12)CCC3 (stereo not given)	-1	-0.6	33	-8	-8	x	-2	-2.7	-1.1	-8
CC1Cc2ccccc2N1C1=CC(=O)CCC1 (stereo not given)	-6	0.7	0	12	12	-0.2	4	i	0.5	-1

Full records as entered above:
`C[C@@H]1CN([C@H](C)CO)C(=O)CCCn2cc(nn2)CO[C@H]1CN(C)S(=O)(=O)c1ccc2ccccc2c1` across the screens: Anthrax LF inh2 = 0; BoNT A protease = -0.4; Yp Topo-I inh = 10; CCHFV vOTU inh = -5; SSB-PriA inh = x; TcdB inh = 0.8&1.2&0.6; SARS 3CLpro inh = x; Vc quorum ag = -0.5; PfHsp40 rescue = x; DUSP3 inh = x
`CN(CC(=O)O)S(=O)(=O)c1ccc(F)cc1` across the screens: Anthrax LF inh2 = 0; BoNT A protease = 0.1; Yp Topo-I inh = 1; CCHFV vOTU inh = 24; SSB-PriA inh = -6; TcdB inh = x; SARS 3CLpro inh = -2; Vc quorum ag = -6.2; PfHsp40 rescue = 1.7; DUSP3 inh = 0

Next section:
SMILES	Anthrax LF inh2	BoNT A protease	Yp Topo-I inh	CCHFV vOTU inh	SSB-PriA inh	TcdB inh	SARS 3CLpro inh	Vc quorum ag	PfHsp40 rescue	DUSP3 inh
O=C(CN1C(=O)c2ccccc2C1=O)N1CCN(c2ccccc2)CC1	0	-3.5	-3	7	-16	x	2	-0.5	4.2	15
C(=N\n1cnnc1)/c1ccc(N2CCOCC2)s1	2	0.2	-3	12	x	x	2	11	-0.1	3
Cc1ccccc1CNC(=O)C1CCC(=O)N(CC2CCCCC2)C1 (stereo not given)	-2	-0.7	9	-11	-12	2.0	-5	0.5	-0.2	-9
COCCOC(=O)c1nccnc1C(=O)Nc1ccc(S(=O)(=O)N2CCOCC2)cc1	-7	0.1	4	-13	-12	2.1	4	0.2	0.0	8
COc1ccc(-c2cn(-c3ccccc3)c3[n+]2CCS3)cc1	-2&-1	-0.1&-0.2	3&-1	-8&11	-11	x	2&2	-0.2	0.6&1.6	2&11
Cc1ccc(-n2c(C)cc(/C=N/NC(=O)c3ccc(CN4CCOCC4)cc3)c2C)cc1	-3	1.9	11	4	x	x	1	-0.4	0.2	10
